STK33 kinase inh: inhibitors of human STK33 kinase; Q9BYT3; purified STK33, MBP phosphorylation, ADP-Glo luminescence; inhibition, % at 10 µM; hit rate 0.073% among 320,000;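 active = inhibition at or above 25%, using the most active replicate where run in duplicate; inactive = inhibition below 25%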
KCNQ2 block: KCNQ2 channel blockers in CHO-K1 cells – cell-based, FluxOR thallium flux, B-score, primary screen (AID 2156); O88943; 20 min; active compounds read low; B-score at 10 µM; hit rate 1.1% among 310,000;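 active = fluorescence ratio B-score at most minus 3 library SDs, with starting brightness B-score within 2 library SDs, cut at about -5.5 in these data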
Target sequence (O88943 whole entry, looked up): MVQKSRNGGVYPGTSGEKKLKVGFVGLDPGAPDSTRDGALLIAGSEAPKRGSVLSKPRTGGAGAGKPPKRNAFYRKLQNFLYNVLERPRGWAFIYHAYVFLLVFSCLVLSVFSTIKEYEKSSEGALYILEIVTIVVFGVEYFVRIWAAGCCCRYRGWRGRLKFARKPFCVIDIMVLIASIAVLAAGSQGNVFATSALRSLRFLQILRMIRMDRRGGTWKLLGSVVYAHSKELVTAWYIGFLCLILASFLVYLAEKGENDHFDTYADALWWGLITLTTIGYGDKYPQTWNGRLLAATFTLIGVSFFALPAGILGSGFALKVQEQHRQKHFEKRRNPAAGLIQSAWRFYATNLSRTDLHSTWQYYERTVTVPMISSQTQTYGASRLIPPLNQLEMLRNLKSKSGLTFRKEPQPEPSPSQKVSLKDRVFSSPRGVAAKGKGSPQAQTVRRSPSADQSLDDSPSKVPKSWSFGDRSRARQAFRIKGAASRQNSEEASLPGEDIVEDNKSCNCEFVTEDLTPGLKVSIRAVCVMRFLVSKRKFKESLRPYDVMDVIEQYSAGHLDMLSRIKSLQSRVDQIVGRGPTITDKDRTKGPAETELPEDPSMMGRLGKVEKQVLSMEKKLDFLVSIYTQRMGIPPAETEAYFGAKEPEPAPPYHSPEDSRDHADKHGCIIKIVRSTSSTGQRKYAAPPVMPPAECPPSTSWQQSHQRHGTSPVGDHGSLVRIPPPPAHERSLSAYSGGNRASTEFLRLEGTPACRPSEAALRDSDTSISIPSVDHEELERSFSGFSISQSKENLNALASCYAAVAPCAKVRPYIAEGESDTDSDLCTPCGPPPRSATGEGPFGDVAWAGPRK
Kir21 inh: Kir2.1 (mouse) channel inhibition | HEK293-Kir2.1, FluxOR thallium flux fluorescence; active compounds read low | B-score at 10 µM | hit rate 0.85% among 310,000;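 active = fluorescence ratio B-score at or below minus 3 SD of library scores, with starting-brightness B-score within 2 SD, cut at about -4.2 in these data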;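 also: channel flux triggered by added potassium and thallium sulfate stimulus; B-score of peak minus minimum fluorescence over baseline after thallium stimulus; more negative B-score means stronger Kir2.1 block with less thallium influx; some compounds called inactive have numbers as strong as hits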
Active calls of the source: *; i = inactive; nt = not tested or not shown; & = joins results of further samples. Outcome played no part in choosing rows; 1.9% or so of the library scored in one or more.

SMILES	STK33 kinase inh	KCNQ2 block	Kir21 inh
Cc1cccc(C)c1NC(=O)CCN1C(=O)C2C3CCC(C3)C2C1=O (configuration not stated)	0.2	i	0.83
Cc1nc2c(C#N)cnn2c2c1CCN(Cc1ccccc1)N2C	-1.6	i	-0.46
COC(=O)CSc1nnc(-c2ccc(S(=O)(=O)N3CCCCC3)cc2)o1	0.1	i	0.48
CCc1ccc(C(C(=O)NC2CCCCC2)N(C(=O)c2csnn2)C2CC2)cc1 (configuration not stated)	0.8	i	0.77
Oc1c(Br)cccc1/C=N/Nc1c(F)c(F)c(F)c(F)c1F	-1.0	i	-1.23
CCOC(=O)CNC(=O)C1c2ccccc2Oc2ccccc21	-1.1	i	-0.01
CC(=O)C(N=Nc1ccccc1)(Sc1nnc(-c2ccccc2)n1-c1ccccc1)C(=O)Nc1ccccc1 (configuration not stated)	-0.6	i	1.72
OC(COc1ccc2cc(Br)ccc2c1)Cn1ccnc1 (configuration not stated)	0.4	i	1.09
COc1cc(C2CC(c3ccccc3)=NN2c2ccccc2)ccc1OCC(=O)O (configuration not stated)	-2.2	i	0.68
COc1ccc(C(=O)N/C(=C\c2ccccc2)C(=O)NC(CCSC)C(=O)O)cc1 (configuration not stated)	-0.6	i	-12.8
Cc1onc(-c2ccccc2)c1NC(=O)N(Cc1ccccc1)C(C)C	-0.7	i	-1.62
CC(C)Cc1nn2c(N)c(/C=C3\C=Nc4ccccc43)c(=O)nc2s1	-1.6	i	-0.43
O=C(COC(=O)c1ccc(Cl)c(S(=O)(=O)N2CCCC2)c1)NC1CCCC1	-1.6	i	1.88
Fc1cccc(CN2CCC(Cc3ccccc3)CC2)c1	-1.8	i	-0.6
Cc1nnc(N2C(=O)C(O)=C(C(=O)c3ccco3)C2c2ccc(C(C)(C)C)cc2)s1 (configuration not stated)	1.0	i	-1.13
COc1ccc(CCN2C(=O)CSC2=Nc2ccc(C(C)C)cc2)cc1OC	-0.6	i	-0.28
Cc1ccc(-c2cc(C(=O)Nc3ccc(S(=O)(=O)N4CC(C)OC(C)C4)cc3)[nH]n2)c(O)c1 (configuration not stated)	0.3	i	-0.9
NC(=O)NC(=O)C(Nc1ccc(N2CCCCC2)cc1)c1ccccc1 (configuration not stated)	-0.6	i	-0.58
O=C(CS(=O)(=O)Cc1ccccc1)NCc1ccccc1Cl	0.6	i	-1.29
COc1ccccc1NC(=O)c1cc(S(=O)(=O)N2CCc3ccccc32)ccc1F	-0.7	i	0.66
CNC(=O)OCc1cccc(COC(=O)NC)n1	-0.5	i	0.55
Cc1ccc(CN(c2ccc(C(=O)N3CCc4ccccc4C3)cc2)S(C)(=O)=O)cc1	-0.1	i	1.14
CCc1nnc(NC(=O)CCN2C(=O)c3ccccc3C2=O)s1	-0.7	i	0.05
O=C1CCN(S(=O)(=O)c2ccccc2)CCN1CCOCc1ccc(Cl)cc1	1.2	i	-0.45
O=c1[nH]cnc2ncc(-c3ccc(O)cc3)nc12	0.0	i	-0.62
The list goes on:
SMILES	STK33 kinase inh	KCNQ2 block	Kir21 inh
O=C(NCc1ccncc1)/C(=N/O)c1ccccc1	-2.2	i	-1.2
C=CCN=C1SC(C)C(=O)N1S(=O)(=O)c1ccccc1 (configuration not stated)	-1.0	i	-1.05
CCC(C)N1CC23C=CC(O2)C(C(=O)OCc2ccccc2)C3C1=O (configuration not stated)	0.7	i	0
O=S(=O)(N/N=C\c1ccc2c(c1)OCO2)c1ccccc1	0.0	i	0.37
COCCSc1ccccc1C(=O)N1CCN(Cc2ccccc2)CC1	0.1	i	-1.53
Cc1nc(CCNC(=O)CC2C(=O)NCCN2CC(C)C)nc2c1CCC2 (configuration not stated)	-0.3	i	0.74
COc1ccc(CNC(=O)C2CC(c3ccccc3C(F)(F)F)=NO2)cc1 (configuration not stated)	-0.2	i	-0.11
COc1ccc(/C=N/Nc2ccccc2C(=O)O)cc1Cn1cc([N+](=O)[O-])cn1	-1.6	i	2.51
CC(=O)N/C(=C/c1ccccc1)C(=O)N1CCCCC1	0.1	i	-0.66
O=C(/C=C/c1ccc2c(c1)OCO2)N1CCN(c2ccccc2F)CC1	0.6	i	-0.05
C=CCC1c2cccc(C(=O)OC)c2C(=O)N1c1ccccc1 (configuration not stated)	-2.0	i	-0.09
NC(=NCCCCCCN=C(N)/N=C(\N)Nc1ccc(Cl)cc1)/N=C(\N)Nc1ccc(Cl)cc1	7.0&-1.6&7.0	i	-0.15&-1.74&-2.46
COc1ccc(N2C(=O)CC(NC3CC3)C2=O)cc1 (configuration not stated)	-2.4	i	0.87
CCc1ccc(CN2CCCC(C(=O)N3CCCCC3)C2)cc1 (configuration not stated)	-0.2	i	0.87
COc1ccc(OC)c(/C=C/C(=O)NCCc2nc3ccccc3[nH]2)c1	0.8	i	1.04
COc1ccc(C2CC(c3ccccc3)=NN2c2ccccc2)c(C(=O)O)c1OC (configuration not stated)	-1.6	i	-0.51
CC(=O)N1c2ccc(S(=O)(=O)N(C)Cc3ccccc3)cc2CC1C (configuration not stated)	-1.3	i	-0.01
c1ccc(CSc2nnnn2-c2ccccc2)cc1	-1.3	i	-1.41
Cc1sc(NC(=O)CSc2nc(O)cc(=O)[nH]2)nc1-c1ccccc1	0.7	i	-0.08
CC(=O)c1cccc(OC(=O)c2ccc3c(=O)n4c(nc3c2)CCC4)c1	1.5	i	1.74
Cc1ccc(CN2CCN(CC(=O)N/N=C/c3c[nH]c4ccccc34)CC2)cc1	-0.8	i	-1.45
CCc1ccc2c(CN(CC)Cc3nc4ccccc4c(=O)[nH]3)cc(=O)oc2c1	-1.4	i	1.93
COc1ccc(CNC(=O)C(C)OC(=O)c2cccs2)cc1 (configuration not stated)	-0.1	i	1.46
CCC(C)[C@H](NC(=O)OC(C)(C)C)C(=O)N/N=C/c1cccc2nccnc12 (some centres not stated)	-0.9	i	1.31
CCOC(=O)c1cnn(-c2ccc(NS(=O)(=O)c3ccc(Cl)cc3)cc2)c1C(F)(F)F	-2.2	i	-0.1
Carrying on:
SMILES	STK33 kinase inh	KCNQ2 block	Kir21 inh
O=C(COc1ccc(F)cc1)Nc1nnc(C2CC2)s1	-1.2	i	-1.04
Cc1ccc(-c2nn(-c3ccccc3)cc2/C=C/C(=O)Nc2cccc(S(N)(=O)=O)c2)cc1	-0.3	i	-0.04
CC1(C)Cc2c(c(N3CCOCC3)nc3sc(-c4ccc(C(=O)O)o4)c(N)c23)CO1	0.0	i	-1.15
Cc1cc(NCCCN(C)C)n2nc(-c3cccs3)cc2n1	1.6	i	0.59
CCCc1cc(=O)[nH]c(SCC(=O)Nc2ncc(S(=O)(=O)c3ccc([N+](=O)[O-])cc3)s2)n1	-1.0	i	-0.81
S=C(NCc1ccco1)N1CCN(Cc2ccco2)CC1	-1.2	i	0.49
COc1cc(NS(=O)(=O)c2ccc(NC(=S)Nc3ccccc3)cc2)nc(OC)n1	-0.2	i	-0.09
Cc1cc(C)cc(C(=O)NC(CC(N)=O)c2ccc(N3CCN(c4ccccc4)CC3)c([N+](=O)[O-])c2)c1 (configuration not stated)	-1.1	i	1.31
O=C(Nc1ccc(Cl)c(Cl)c1)Nc1ccc(N2CCCC2)c(S(=O)(=O)Nc2ccccc2Cl)c1	-0.3	i	1.97
C#CCOCCOCCOCCNc1nc(N2CCN(C(=O)[C@H](CCC(=O)O)n3cc(C(N)Cc4ccc(O)cc4)nn3)CC2)nc(N2CCN(C(=O)[C@H](Cc3ccc(O)cc3)n3cc(C(N)CC(C)C)nn3)CC2)n1 (some centres not stated)	nt	i	2.6
COc1ccc(-c2nc(N)n(C(=O)c3ccccc3)n2)cc1	nt	i	0.1
CC(C)(C)n1nc(Cc2cccc3ccccc23)c2c(N)ncnc21	4.3	i	-0.36
Cn1c(=O)c2c(nc(Br)n2C)n(C)c1=O	-2.8	i	-0.35
CCOC(=O)c1c(NC(=O)c2ccc(S(=O)(=O)N(C)CC3CCCO3)cc2)sc2c1CC(C)(C)NC2(C)C (configuration not stated)	-1.8	i	0.39
Cc1ccc(Nc2nc(N)c([N+](=O)[O-])c(N3CCCC(C)C3)n2)cc1C (configuration not stated)	-0.7	i	0.49
CCCc1cc(=O)oc2c(CNc3ccc(OCC)cc3)c(O)ccc12	-3.0	i	1.33
COc1cc(OC)cc(C(=O)Nc2nc3ccc(S(C)(=O)=O)cc3s2)c1	7.8	i	-0.96
CC(C)CCNC(=O)C1CC(c2ccccc2C(F)(F)F)=NO1 (configuration not stated)	-1.1	i	0.16
Cc1ccc(CCNC(=O)C2CCCN(c3ncnc4c3nc3n4CCCCC3)C2)cc1 (configuration not stated)	2.3	i	-0.17
CC(Oc1ccc(Cl)cc1Cl)c1nc(-c2ccccn2)no1 (configuration not stated)	0.4	i	0.09
COCCCNC(=O)C1CC(=O)OC1c1ccc(OC)c(OC)c1 (configuration not stated)	-0.9	i	2.25
Cc1ccccc1OCC(O)CN1CCN(c2ccc(Cl)cc2)CC1 (configuration not stated)	-0.3	i	0.82
Cn1nc(-c2ccc(C(=O)Nc3cccnc3)cc2)c2ccccc2c1=O	-3.4	i	-0.11
Cc1nc(N)c(C#N)c(-c2cccnc2)c1C	nt	i	-0.59
COc1ccc(N2CCN(CCCNC(=O)c3cc4sccc4n3C)CC2)cc1	-3.2	i	-0.43

Profiles, looked up by structure:
Shown for `CC(Oc1ccc(Cl)cc1Cl)c1nc(-c2ccccn2)no1` (configuration not stated) → STK33 kinase inh = 0.4; KCNQ2 block = i; Kir21 inh = 0.09
Shown for `Cc1cc(C)cc(C(=O)NC(CC(N)=O)c2ccc(N3CCN(c4ccccc4)CC3)c([N+](=O)[O-])c2)c1` (configuration not stated) → STK33 kinase inh = -1.1; KCNQ2 block = i; Kir21 inh = 1.31

Compounds shown so far containing fluorine:
SMILES	STK33 kinase inh	KCNQ2 block	Kir21 inh
Oc1c(Br)cccc1/C=N/Nc1c(F)c(F)c(F)c(F)c1F	-1.0	i	-1.23
Fc1cccc(CN2CCC(Cc3ccccc3)CC2)c1	-1.8	i	-0.6
COc1ccccc1NC(=O)c1cc(S(=O)(=O)N2CCc3ccccc32)ccc1F	-0.7	i	0.66
COc1ccc(CNC(=O)C2CC(c3ccccc3C(F)(F)F)=NO2)cc1 (configuration not stated)	-0.2	i	-0.11
O=C(/C=C/c1ccc2c(c1)OCO2)N1CCN(c2ccccc2F)CC1	0.6	i	-0.05
CCOC(=O)c1cnn(-c2ccc(NS(=O)(=O)c3ccc(Cl)cc3)cc2)c1C(F)(F)F	-2.2	i	-0.1
O=C(COc1ccc(F)cc1)Nc1nnc(C2CC2)s1	-1.2	i	-1.04
CC(C)CCNC(=O)C1CC(c2ccccc2C(F)(F)F)=NO1 (configuration not stated)	-1.1	i	0.16

(list continues)
SMILES	STK33 kinase inh	KCNQ2 block	Kir21 inh
Cc1cccc(NC(=O)COc2ccc(/C=N\n3cnnc3)cc2)c1	0.4	i	1.46
CC1CC(C)CN(CCCNC(=O)CCC(=O)N2CCOc3ccccc32)C1 (configuration not stated)	-0.7	i	-0.23
O=C(CNC(=O)c1sc2ccccc2c1Cl)OCc1ccccc1	0.5	i	1.36
O=C(COC(=O)C1=Cc2ccccc2OC1)NCc1ccccc1	nt	i	-0.82
CC1=C(C(=O)OCc2ccccc2)C(c2ccc(-c3ccccc3)cc2)NC(=O)N1CCCC(=O)O (configuration not stated)	1.5	i	0.43
Cc1cc(C(=O)Nc2nc3c(s2)CCCC3)no1	-0.9	i	0.43
CN1C2C=C(N(CCc3c[nH]c4ccccc34)C(=O)c3ccc(Cl)cc3)CC1CC2 (configuration not stated)	-0.7	i	-0.78
CCOC(=O)NCc1ccc(Cl)c(Cl)c1	-1.3	i	0.17
Cc1cccc(NC(=O)C2CCN(S(=O)(=O)c3c(C)[nH]c(=O)[nH]c3=O)CC2)c1	nt	i	1.03
CC(C)OC(=O)N(C)c1ccc(C(O)(C(F)(F)F)C(F)(F)F)cc1	-0.5	i	-0.13
Cc1cnc(C(=O)OC(C)C(=O)NC2CCCc3ccccc32)cn1 (configuration not stated)	-0.1	i	-0.45
O=[N+]([O-])c1ccc(OCc2cnc(Cl)s2)c([N+](=O)[O-])c1	nt	i	-0.89
Cc1ccc(C(C)C)c(OCCNS(C)(=O)=O)c1	0.3	i	-0.3
COc1ccc(-c2cnc(NCc3cc4c(cc3[N+](=O)[O-])OCO4)n2C)cc1	-1.5	i	-0.1
Cc1nc(-c2ccccc2)[nH]c(=O)c1Oc1ccc(Cl)cc1Cl	-0.4	i	-0.64
CCN(CC)C(=O)c1sc(NC(=O)c2cccs2)c(C#N)c1C	-1.8	i	-1.26
CCOC(=O)Nc1ccc(S(=O)(=O)N(C)C(C)C)cc1	-0.7	i	-0.36
CCCN(CC(=O)Nc1ccccc1C)C(=O)c1ccc(C(=O)c2ccccc2)cc1	0.1	i	1.19
CC(=O)Oc1ccc(/C=N\NC(=O)c2cc3c(ccc4ccccc43)o2)cc1	-1.3	i	-0.66
O=S(=O)(c1ccccc1)N1CCN(C(=S)NCCCN2CCOCC2)CC1	1.0	i	0.88
Cc1ccc(SCC(=O)OCC(=O)NCc2cccs2)cc1C	-0.8	i	-0.05
C=CCn1c(C)nnc1SCC(=O)NC1CCCCC1	-1.0	i	1.45
Cn1cnnc1SCc1ccc(C#N)cc1	1.2	i	0.76
Cc1nn2c(N3CCN(CCO)CC3)c3c(nc2c1-c1ccccc1)CCCC3	1.0	i	-3.04
COc1ccc(/C=N/Nc2ccccn2)cc1OC	0.8	i	-0.31
CN1CCN(C(=O)/C(=C/c2cn(S(=O)(=O)N(C)C)c3ccccc23)NC(=O)c2ccccc2F)CC1	-1.5	i	-0.41
